Source: PubChem BioAssay
ATXN viability: viability counter-screen for ATXN expression inhibitors; hit rate 0.49% among 400,000; Potency, µM (doses to about 56.7 µM), actives largely listed as cytotoxic; S2 cells (HEK-293 line with an ATXN2-luciferase reporter) viability, CellTiter-Fluor protease fluorescence, 24 h; AID 651635; also: potency is read from the fitted curve at half-maximal effect; nearly all actives have a fitted effect of over 40% in size
KB-3-1 tox: KB-3-1 parental cell cytotoxicity; KB-3-1 viability, CellTiter-Glo ATP luminescence, 72 h; Potency, µM (highest dose often 46.1 µM), for the others: at the top dose activity change, negative = cytotoxic, hits mostly cytotoxic; hit rate 1.4% among 400,000; AID 1347075; also: potency is read from the fitted curve at half-maximal effect; % is scaled to controls: 0 for no effect and ±100 for the full control effect; nearly all actives have a fitted effect of over 60% in size
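Viability of parental KB-3-1 cells, measured by CellTiter-Glo luminescence, followed a 72 h incubation at 37 °C with pinned compounds in phenol-red-free DMEM containing 10% FBS.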
SW480 rerep: inducers of DNA re-replication in SW480 colon cancer cells. SW480 DNA re-replication, Hoechst DNA content imaging, 48 h. Potency, µM (series often up to 46.1 µM), for inactives: top-dose re-replication activation, usual class: activators. hit rate 1.8% among 340,000. AID 624297; also: potency is read from the fitted curve at half-maximal effect; % of control where 0% means no effect; nearly all actives have a fitted effect of over 55% in size
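SW480 cells exposed to compounds for 48 hr at 37 C, 5% CO2, then Hoechst-stained 40 min. Nuclear DNA content imaged by fluorescence scanning (405 nm excitation, 500-530 nm emission); re-replication scored as increased high-intensity nuclei.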
MCF10A rereplic: inducers of DNA re-replication in MCF 10A breast cells | MCF 10A DNA re-replication, Hoechst nuclear intensity, 48 h | Potency, µM (titrated, usually from 46.1 µM), for the others: at the top dose activity, positive = re-replication, most hits filed as activators | hit rate 2.9% among 350,000 | AID 624296; also: potency is read from the fitted curve at half-maximal effect; % of control where 0% means no effect; nearly all actives have a fitted effect of over 50% in size
HT1080 IDH1KD tx: HT-1080 IDH1 knockdown cell toxicity (counter line); HT-1080 IDH1 knockdown viability, ATP luminescence, 48 h; Potency, µM (highest dose often 46.1 µM), for inactives: at the highest dose activity, negative = toxicity, usual class: cytotoxic; hit rate 2% among 360,000;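 also: potency is read from the fitted curve at half-maximal effect; 0% = DMSO wells and -100% = cell-free medium wells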
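Luminescent ATP read-out (CellTiter-Glo, 10 min at room temperature) after 48 h compound exposure at 37 °C gave viability of IDH1-knockdown HT-1080 cells. Activity was normalised to DMSO and cell-free wells, then fitted as concentration-response curves.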
KB-V1 cytotox: KB-V1 MDR subline cytotoxicity. KB-V1 MDR cells viability, CellTiter-Glo, 72 h. Potency, µM (series often up to 46.1 µM), for inactives: top-dose activity change, negative = cytotoxicity, hits mostly cytotoxic. hit rate 3.4% among 400,000. AID 1347076; also: potency is read from the fitted curve at half-maximal effect; % is scaled to controls: 0 for no effect and ±100 for the full control effect; nearly all actives have a fitted effect of over 60% in size
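Compound-treated KB-V1 multidrug-resistant cells, 72 h, 37 degrees C; viability by CellTiter-Glo. Fitted qHTS curves give the values.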
IL1B secr inh: blocks inflammasome-driven IL-1 beta release. activity change, % at 57.5 µM. THP-1 LPS/ATP IL-1B secretion, AlphaLISA, 16 h; hits give low values. hit rate 4.7% among 360,000. AID 743279; in the data active = activity change below about -50%; inconclusive = mostly about -30% to -49%; also: % is scaled to controls: 0 for no effect and ±100 for the full control effect
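THP-1 cells pretreated 1 hr with compounds (up to 57.5 uM final), then stimulated with LPS (250 ng/mL final) plus ATP (1.25 mM final); secreted IL-1B measured by AlphaLISA after 16 hr, decreased signal indicating inhibition.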
ATXN2 expr inh: inhibitors of ATXN2 expression; HEK-293 ATXN2-luciferase reporter, luminescence, 24 h; Potency, µM (series often up to 57 µM), for the others: top-dose activity change, negative = inhibition, hits mostly inhibitors; hit rate 0.72% among 360,000; AID 1745845; also: potency is read from the fitted curve at half-maximal effect; % is scaled to controls: 0 for no effect and ±100 for the full control effect; nearly all actives have a fitted effect of over 55% in size
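ATXN2-luciferase reporter cells (luciferase flanked by upstream and downstream ATXN2 gene portions) were treated 24 h at 37 °C with compounds at up to 57 uM. SteadyGlo luminescence gave expression; GF-AFC fluorescence gave viability.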
HT1080NT lethal: kills 2HG-producing HT-1080-NT fibrosarcoma cells; HT-1080-NT fibrosarcoma viability, CellTiter-Glo ATP luminescence, 48 h; Potency, µM (highest dose often 46.1 µM), for the others: top-dose activity, negative = less viability, actives largely listed as cytotoxic; hit rate 1.6% among 360,000;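 also: NT is the 2HG producing partner of a matched IDH1 knockdown line; potency is read from the fitted curve at half-maximal effect; 0% = DMSO-treated cells and -100% = media-only wells without cells; nearly all actives have a fitted effect of over 55% in size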
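Viability of the 2HG-overproducing fibrosarcoma line after 48 hours of compound exposure at 37 degrees C was determined by luminescence with CellTiter-Glo, and concentration-effect curves were then fitted and categorized.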
* marks the source's active call; other numbers are inactive results; i = inactive; ? = inconclusive; / = no result given; & = joins results of further samples; [ ] = another dose, or the depositor's remark. Unless noted, calls follow the shape of the dose curve; as a rule, active = well fitted curve in the direction sought with a large enough effect; inconclusive = small, poorly fitted or top-dose-only effect, or another doubt; inactive = no such curve, though single readings can be large; an effect the other way counts as inactive or inconclusive. An unsorted share of the library; 11% or so of the library scored in one or more.

Molecule	ATXN viability	KB-3-1 tox	SW480 rerep	MCF10A rereplic	HT1080 IDH1KD tx	KB-V1 cytotox	IL1B secr inh	ATXN2 expr inh	HT1080NT lethal
CC1(C(=O)NC2CCCCC2)CCC(=O)N1Cc1cccs1 (configuration not stated)	i	-11%	-2%	-2%	13%	-8%	-7	2%	18%
Cc1ccc(-n2c(SCC(=O)N3CCOCC3)nc(O)cc2=O)cc1	i	/	11%	1%	-3%	/	16	9%	-3%
CCCCC(=O)NC(=S)Nc1cccc(Cl)c1N1CCCCC1	i	0%	14%	?	-16%	21µM*	?	3%	0%
COCCNc1nc(NCc2ccc(NC(C)=O)cc2)c2sc(-c3ccccc3)cc2n1	/	?	/	/	?	?	0	22µM*	9.2µM*
COc1ccc(-c2nn(C)c(=O)c3ccccc23)cc1NS(C)(=O)=O	i	?	-1%	20%	-22%	?	-10	45%[activator]	-17%
COc1ccc(N(CC(=O)Nc2ccc(F)c(F)c2)S(=O)(=O)c2c(C)n[nH]c2C)cc1	i	-1%	3%	-6%	-13%	-1%	0	0%	-7%
Cc1cc(NC(=O)CSc2nnnn2-c2ccccc2F)no1	i	12%	-2%	11%	6%	-13%	51	-8%	0%
CCCCSc1nc(O)c(C2OC(=O)c3c2ccc(OC)c3OC)c(=O)n1C (configuration not stated)	i	-7%	5%	?	-2%	0%	-18	11%	-6%
CCN(C(=O)CSc1ncc2c(n1)-c1cc(Cl)ccc1N(Cc1ccccc1)S2(=O)=O)c1cccc(C)c1	i	8%	/	/	/	-2%	/	-8%	/
O=C(N/N=C/c1ccc2c(c1)OCO2)c1sc2cccc(Cl)c2c1Cl	i	4%	3%	12%	15%	?	19	-7%	5%
Cc1ccc2c(c1)c(-c1csc(N)n1)c(C)n2C	i	3%	4%	15%	-7%	-5%	13	-6%	-12%
O=C(COc1cccc(C(F)(F)F)c1)Nc1ccc2[nH]ncc2c1	i	8%	4%	1%	-4%	8%	-4	/	-9%
CCCOc1ccc(C2C(C(=O)c3ccco3)=C(O)C(=O)N2CCCn2ccnc2)cc1OC (configuration not stated)	i	0%	/	/	6%	?	11	/	4%
C=C1[C@@H](O)[C@H](CC(C)C)N(Cc2ccccc2Br)S1(=O)=O	/	?	?	?	?	0%&-17%	?	-28%	23µM*
CC(C)(Oc1ccc(Cl)cc1)C(=O)NCc1ccco1	i	-5%	6%	?	0%	4%	-9	-3%	-1%
CCCCC1=CC2=C(c3ccco3)C(=O)C(C)(OC(=O)c3ccc(OC)cc3)C(=O)C2=CN1CCCCO (configuration not stated)	?	0%	-5%	-42%[inhibitor]	5%	0%	-21	-15%	-4%
COc1ccc(/C=N/NC(=O)c2ccc3c(c2)OCCO3)c(OC)c1	i	0%	0%	9%	-1%	-10%	-12	-8%	-2%
COc1cccc(N(C(=O)Cn2nnc(-c3cccs3)n2)C(C(=O)NC2CCCCC2)c2ccncc2)c1 (configuration not stated)	?	0%	-6%	-8%	0%	-22%	-8	5%	14%
Cc1cc(Cl)ccc1OCCCC(=O)N1CCOCC1	i	-4%	-3%	-3%	0%	?	-17	20%	7%
C/C=C(/C)C(=O)Nc1cccc(C2=NOC3(C2)C[C@@H](C(N)=O)N(C(=O)C2(C)CC2)C3)c1 (some centres not stated)	i	23%	4%	31%	9%	-25%	-30	3%	22%
CCc1cccc(NC(=O)Cn2ccn3nc(-c4ccc(OC)c(OC)c4)cc3c2=O)c1	i	16%	/	/	/	9%	/	-8%	/
S=C(NN=C1CCCCCC1)Nc1ccc(Cl)cc1	i	-16%	15%	?	10%[9.24 µM]	3%	1	12%	?
CCOC(=O)c1[nH]c2ccccc2c1NC(=O)c1ccc(S(=O)(=O)N2CCCCC2)cc1	i	-31%	6%	23µM*	-13%	-25%	13	-12%	-15%
CN(C)/C=C/C(=O)c1cnc(-c2ccc(Cl)cc2)s1	i	4%	-3%	6%	16%	-4%	-14	37%[activator]	4%
c1ccc(OCCOCCN2CCc3ccccc3C2)cc1	i	-4%	6%	5%	10%	-1%	8	-3%	1%
O=C1OCCN1CCN(CN1C(=O)CCC1=O)CN1C(=O)CCC1=O	i	6%	1%	1%	0%	4%	6	0%	-3%
O=C(NC1CCCc2ccccc21)C1CCCO1 (configuration not stated)	i	-2%	-5%	3%	2%	4%	9	6%	5%[9.24 µM]
CC(C)C(OC(=O)C1=Cc2ccccc2OC1)C(=O)NCC1CCCO1 (configuration not stated)	i	11%	-8%	16µM*	3%	0%	16	9%	-5%
COc1ccc(C)cc1S(=O)(=O)N(CC(=O)O)c1ccc(C)cc1	i	-7%	-7%	118%[0.0737 µM]	13%	21%	15	0%	4%
CC(C)CCNC(=O)NC(=O)COC(=O)CNC(=O)C1CCCCC1	i	-3%	0%	-5%	11%	1%	47	/	17%
Cc1sc2nc(CSCC(=O)N(CCC#N)c3ccccc3F)[nH]c(=O)c2c1C	i	1%	-5%	1%	8%	-6%	35	2%	0%
O=C(Cc1cccc(NC(=O)C2CCCN(C(=O)C3CCCCC3)C2)c1)Nc1ccc(C(=O)N2CCCCC2)cc1 (configuration not stated)	i	2%	0%[9.22 µM]	12%	16%	?	8	4%	10%
Cc1ccc(S(=O)(=O)n2cccc2CO)cc1	i	0%	?	?	7%	-16%	25	2%	15%
CNC(=O)C1CCC(Cn2c(=O)c3sccc3n(CC(=O)N3CCCC(C)C3)c2=O)CC1 (configuration not stated)	?	0%	/	/	/	22%	/	1%	/
COc1ccc(Cn2c(=O)[nH]c3cc(C(=O)N4CCN(Cc5ccccc5)CC4)ccc3c2=O)cc1	i	?	2%	20%	?	21µM*	-8	-14%	-29%
Cc1cccc(OCC(=O)N2CCN(c3nnc(-c4ccccc4)c4ccccc34)CC2)c1	i	-26%	-3%	3%	-14%	?	-22	/	-4%
Cc1n[nH]c(C)c1S(=O)(=O)N1CCCC(C(=O)Nc2ccc(Cl)cc2)C1 (configuration not stated)	?	?	/	/	/	?	/	?	/
O=C1c2ccccc2S(=O)(=O)c2cc(C(=O)N3CCN(c4ccccc4)CC3)ccc21	i	?	?	23%	-8%	-9%	?	100%[activator]	-2%
COc1cccc(NC(=O)COC(=O)C2=NN(c3ccccc3)C(=O)CC2)c1	?	-4%	-4%	-3%	2%	0%	23	5%	3%
Cc1cc(S(=O)(=O)Nc2ccc3oc4c(c3c2)CCCC4)ccc1Cl	?	0%	/	/	/	5%	/	?	/
COc1cccc(NC(=O)C(C)(C)C)c1	i	16%	-6%	-7%	2%	-4%	27	10%	-17%
Cc1cccc(NC(=O)c2ccc(Cl)c(S(=O)(=O)N3CCCC3)c2)n1	i	0%	1%	6%	-1%	?	i	38%	-1%
CC1CCN(C(=O)Cn2c(=O)n(-c3ccc(F)cc3)c(=O)c3sccc32)CC1	?	2%	-5%	0%	6%	-14%	-2	/	0%
OC1(CNCc2cn[nH]c2-c2cc3ccccc3o2)CCCCC1	i	3%	14%	?	?	-8%	-91*	-12%	-17%
CCc1c(C)nc2nncn2c1Nc1ccc(C(C)C)cc1	i	0%	/	/	/	?	/	-23%	/
Cc1ccc(NC(=O)c2ccc3oc(=O)c(S(=O)(=O)c4ccccc4)cc3c2)cc1C	i	-6%	/	/	/	-4%	/	-1%	/
Cc1ccc(C)c(NC(=O)CSc2nnc(CNC(=O)c3ccco3)n2C)c1	i	-18%	-22%	-18%	0%	14%	14	0%	5%
Cc1ccc(CN2CC(C(=O)N3CCN(S(=O)(=O)c4c(F)cccc4F)CC3)CC2=O)cc1 (configuration not stated)	i	-1%	-2%	-1%	-1%	?	0	5%	-2%
Cc1ccc(N2C(=O)c3ccc(N)cc3C2=O)cc1C	i	-4%	6%	7%	0%	5%	-17	64%[activator]	-5%
NCCc1cnc[nH]1	i	-6%&0%	29%	?	-5%&-13%	-3%&1%	-16&-2	-8%&-1%&2%&-11%	-16%&-20%
COc1ccc(Cc2nnc(SCC(=O)c3cccc([N+](=O)[O-])c3)n2C)cc1	i	1%	0%	0%	7%[9.24 µM]	-18%	-23	-17%	-14%
CCCOc1nc(SCCC)nc2c1cnn2-c1ccccc1	i	-8%	7%	?	20%	-3%	45	0%	15%

Fetched one by one from the list above (5):
Molecule	ATXN viability	KB-3-1 tox	SW480 rerep	MCF10A rereplic	HT1080 IDH1KD tx	KB-V1 cytotox	IL1B secr inh	ATXN2 expr inh	HT1080NT lethal
CCc1c(C)nc2nncn2c1Nc1ccc(C(C)C)cc1	i	0%	/	/	/	?	/	-23%	/
Cc1ccc(NC(=O)c2ccc3oc(=O)c(S(=O)(=O)c4ccccc4)cc3c2)cc1C	i	-6%	/	/	/	-4%	/	-1%	/
COc1ccc(Cn2c(=O)[nH]c3cc(C(=O)N4CCN(Cc5ccccc5)CC4)ccc3c2=O)cc1	i	?	2%	20%	?	21µM*	-8	-14%	-29%
CCCOc1nc(SCCC)nc2c1cnn2-c1ccccc1	i	-8%	7%	?	20%	-3%	45	0%	15%
Cc1ccc(N2C(=O)c3ccc(N)cc3C2=O)cc1C	i	-4%	6%	7%	0%	5%	-17	64%[activator]	-5%
